# Screening data deposited in PubChem by National Center for Advancing Translational Sciences (NCATS).
# LDHA block – inhibitors of human lactate dehydrogenase A | activity change, % (values are at about 110 or 230 µM) | AID 1347041 | 480,000 compounds, 0.15% hits | P00338 | purified LDHA, NADH/diaphorase-resazurin fluorescence; active compounds read low; in the data active means activity change below about -30%; inconclusive means mostly about -25% to -30%;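 further: plate controls were DMSO wells for no effect and wells without enzyme for full effect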
#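 Enzyme activity of human lactate dehydrogenase 5 (2 nM; 0.06 mM NADH, 0.2 mM pyruvate, 5 min, RT) is measured via a resazurin/diaphorase fluorescence readout of residual NADH.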
# D1 agonist – activates the human D1 dopamine receptor | P21728 | HEK293 T-REx D1 cells, calcium flux, agonist mode | activation, % at 2 µM | 360,000 compounds, 1% hits | AID 504660; in the data active means activation above about 30%; further: 0% is about no effect
# Target sequence (P21728 whole entry, looked up): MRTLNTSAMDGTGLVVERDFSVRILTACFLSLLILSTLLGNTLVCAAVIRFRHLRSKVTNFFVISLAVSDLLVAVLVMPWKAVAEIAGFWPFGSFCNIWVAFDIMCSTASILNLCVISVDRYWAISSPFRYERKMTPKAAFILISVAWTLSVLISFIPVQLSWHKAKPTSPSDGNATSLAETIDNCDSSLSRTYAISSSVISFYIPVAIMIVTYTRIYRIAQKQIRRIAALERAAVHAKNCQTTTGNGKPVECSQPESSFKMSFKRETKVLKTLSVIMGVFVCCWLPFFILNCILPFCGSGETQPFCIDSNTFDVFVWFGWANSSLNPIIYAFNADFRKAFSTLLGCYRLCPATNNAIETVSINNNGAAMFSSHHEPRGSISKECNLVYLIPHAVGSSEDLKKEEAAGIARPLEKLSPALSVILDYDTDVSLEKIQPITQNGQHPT
#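 Agonism was scored from calcium flux recorded over 180 s (1 read/s) after pintool compound addition, following a 10-cycle baseline. Cells were inducible force-coupled HEK293 TREx D1, plated overnight at 30 C and loaded with no-wash calcium dye.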
# D1 antag – antagonists of human D1 dopamine receptor; P21728; HEK293 TREx D1 cells, calcium flux, dopamine EC80; active compounds read low; activity change, negative = inhibition, % at 10 µM; 360,000 compounds, 3.2% hits; AID 504652; in the data active means activity change below about -30%; further: on the % scale 0 is the no-effect control and ±100 the full control effect
#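 Cells carrying a force-coupled, tetracycline-inducible human D1 receptor report calcium flux. Each well gets a 10 s baseline, compound with 180 s monitoring, then an EC80 dopamine stimulus with a second 180 s kinetic read.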
# D2 potentiator – D2 dopamine receptor (human) potentiation. P14416. HEK293 T-REx D2, calcium flux, EC20 dopamine potentiation. potentiation, % at 10 µM. 340,000 compounds, 0.34% hits;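 active means potentiation over 3 SD above the plate norm, cut at about 30% in these data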; further: 0% is about no effect
# Target sequence (P14416 whole entry, looked up): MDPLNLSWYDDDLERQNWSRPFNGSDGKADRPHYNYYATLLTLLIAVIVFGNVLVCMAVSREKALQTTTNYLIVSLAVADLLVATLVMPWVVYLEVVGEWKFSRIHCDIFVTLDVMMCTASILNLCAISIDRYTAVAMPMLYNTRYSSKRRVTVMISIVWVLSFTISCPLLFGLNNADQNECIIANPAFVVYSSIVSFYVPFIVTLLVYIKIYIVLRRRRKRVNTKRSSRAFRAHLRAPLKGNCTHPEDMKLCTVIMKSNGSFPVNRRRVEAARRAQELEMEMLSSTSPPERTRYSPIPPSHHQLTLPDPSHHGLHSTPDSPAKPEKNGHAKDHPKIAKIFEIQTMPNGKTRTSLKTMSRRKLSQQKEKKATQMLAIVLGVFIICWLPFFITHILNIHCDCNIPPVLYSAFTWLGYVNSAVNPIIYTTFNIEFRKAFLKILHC
#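 Using a no-wash calcium dye in inducible, force-coupled HEK293 Trex cells expressing D2, we tracked fluorescence each second for 180 s after compound, then for 180 s after EC20 dopamine to detect augmented signalling.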
# RXFP1 ag – agonists of human relaxin receptor RXFP1; Q9HBX9; HEK293T-RXFP1 cAMP TR-FRET, 30 min; response scale: percent of porcine relaxin response, buffer zero; Potency, µM (highest dose often 57.5 µM), for the others: at the top dose activation, hits mostly activators; 370,000 compounds, 0.3% hits; AID 2676; further: potency means the concentration at half of the fitted maximal effect; on the % scale 0 is the no-effect control and ±100 the full control effect; nearly all actives have a fitted effect of over 60% in size; many of its hits are not listed in these tables
#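 HEK293T cells stably expressing RXFP1 were pretreated with the PDE4 inhibitor Ro 20174, exposed to compounds for 30 min at 37C, lysed, and cAMP was read by TR-FRET. Data normalized to buffer (basal) and 29 nM porcine relaxin (100%).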
# Vif-APOBEC3G blk – blocks the Vif interaction with human APOBEC3G. HeLa A3G-eYFP + Vif (tagged APOBEC3G with the HIV-1 protein that degrades it), YFP fluorescence, overnight. Potency, µM (doses to about 46.1 µM), inactives show top-dose activity, negative = active, most hits filed as inhibitors. Q9HC16. 410,000 compounds, 0.076% hits;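 further: potency means the concentration at half of the fitted maximal effect; on the % scale 0 is the no-effect control and ±100 the full control effect; nearly all actives have a fitted effect of over 60% in size; hits raise eYFP signal because A3G escapes Vif-driven loss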
#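 HeLa cells stably expressing Vif and C-terminally eYFP-tagged A3G, seeded overnight at 37 deg C, then exposed to compound by pintool overnight at 37 deg C. Rise in yellow fluorescence (Ex 488/Em 500-530, Acumen) marks blocked Vif-driven A3G degradation.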
# Vif-APOBEC3F blk – blocks the Vif interaction with APOBEC3F; HeLa A3F-eYFP + Vif (tagged APOBEC3F with the HIV-1 protein that degrades it), YFP fluorescence increase; Potency, µM (doses to about 46.1 µM), without a hit: top-dose activity, negative = active; 390,000 compounds, 0.2% hits; AID 602313; further: potency means the concentration at half of the fitted maximal effect; % of control where 0% means no effect; nearly all actives have a fitted effect of over 65% in size
#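 Fluorescence increase (Ex 488/Em 500-530) after overnight compound treatment at 37 deg C flags inhibition of Vif-driven A3F-eYFP loss in stable HeLa A3F-eYFP/Vif cells seeded overnight beforehand.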
# D1 PAM – human D1 dopamine receptor positive modulation. HEK293 TREx D1 cells, calcium flux, dopamine EC20 potentiation. potentiation, % at 10 µM. P21728. 360,000 compounds, 0.036% hits; in the data active means potentiation above about 30%; further: 0% is about no effect
# GRP78 ERSR act – induces the endoplasmic reticulum stress response in human glioma cells | U87-MG GRP78 promoter luciferase reporter, 16 h | Potency, µM, inactives show at the top dose activation, most hits filed as activators | 420,000 compounds, 0.02% hits; further: potency means the concentration at half of the fitted maximal effect; series mostly up to about 76 µM; % of control where 0% means no effect; nearly all actives have a fitted effect of over 35% in size
#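 ERSR induction read as luciferase luminescence (Bright-Glo, 10 min at room temperature) in stably transfected human U87-MG glioma cells exposed to compounds for 16 h, using GRP78 as sensor.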
# The depositor's hits bear a star; u = inconclusive; x = no result given; & = joins results of further samples. Unless noted, the call rests on the fitted dose curve; in most records, active means well fitted curve in the direction sought with a large enough effect; inconclusive means small, poorly fitted or top-dose-only effect, or another doubt; inactive means no such curve, though single readings can be large; an effect the other way counts as inactive or inconclusive. A portion of the library; the hit share may differ from the screen's.
nr	SMILES	LDHA block	D1 agonist	D1 antag	D2 potentiator	RXFP1 ag	Vif-APOBEC3G blk	Vif-APOBEC3F blk	D1 PAM	GRP78 ERSR act
1	COC(=O)c1ccc(NC(=O)CN2CCN(c3ccccc3)CC2)cc1	-1.8	2.3	-19.3	-22.1	1.9%	3.3%	1.1%	-4.2	-6.3%
2	CCOC(=O)C(C#N)(Cc1ccc2ccccc2n1)Cc1ccc2ccccc2n1	-0.4	x	x	x	x	5.9%	-0.6%	x	-5.6%
3	Cc1ccc(S(=O)(=O)N(CCO)Cc2cc3ccc(C)c(C)c3[nH]c2=O)cc1	-3.2	4.9	4.9	9.9	4.0%	5.8%	-1.5%	4.3	-2.0%
4	O=C(/C=C/c1ccco1)Nc1ccc2c(c1)OCCO2	-3.1	-0.4	7.9	-3.4	-2.6%	2.6%	-2.1%	-3.5	-12.8%
5	O=C(CC1NCCNC1=O)Nc1ccc(Cl)c(Cl)c1 (configuration not stated)	-2.0	1.7	20.9	1.9	1.4%	3.2%	-4.3%	1.3	2.9%
6	N=c1n(Cc2ccccc2Cl)c2ccccc2n1CC(O)c1ccco1 (configuration not stated)	-3.2	9.9	7.7	-4.0	0.4%	0.2%	7.9%	0.1	-3.5%
7	CCNC(=O)NC(=O)COC(=O)CCCSc1nc2ccccc2s1	-6.1	2.8	6.4	0.8	4.1%	1.5%	-1.4%	-1.4	-13.0%
8	COc1ccc(NS(=O)(=O)c2cc3c(cc2C)N(C)CCO3)c(OC)c1	4.6	0.4	15.1	7.7	2.1%	2.6%	7.8%	-3.4	-1.9%
9	Cc1c2cnn(CC(=O)NCCc3ccccc3)c(=O)c2c(C)n1Cc1ccccc1Cl	-1.2	1.6	-5.7	-3.1	-1.3%	4.8%	-0.3%	-3.6	0.8%
10	NS(=O)(=O)c1ccc(Nc2ccc3cc(S(=O)(=O)N4CCCCC4)ccc3n2)cc1	0.1	6.0	26.6	-2.5	7.8%	-2.5%	-1.2%	-1.5	-4.7%
11	O=C(COc1ncnc2sccc12)Nc1cccc(S(=O)(=O)N2CCCC2)c1	-4.3	1.6	0.9	3.9	11.9%	-0.7%	0.8%	2.0	6.7%
12	Cc1cccc(OC(C)C(=O)Nc2cc(Cl)ccc2-n2cncn2)c1 (configuration not stated)	-4.9	4.2	-3.2	-6.1	-3.1%	-2.5%	-15.4%	-7.5	-2.9%
13	c1ccc(Oc2cccc(OCCCn3cncn3)c2)cc1	-5.4	-1.7	5.7	x	-0.7%	2.3%	x	-1.4	0.7%
14	CCC1COCCS(=O)(=O)N1Cc1ccccc1C (configuration not stated)	-1.4	-0.4	-6.1	1.8	-0.5%	6.4%&1.8%	-2.9%	-3.6	-6.5%&-3.6%
15	Cc1ccc(-c2nn(-c3cccc(F)c3)cc2CNCCc2ccncc2)o1	-2.9	0.1	-16.0	-16.1	1.9%	1.2%	0.9%	0.9	0.3%
16	O=C(O)/C=C/C(=O)NCCCc1ccccc1	-2.3	2.4	-12.5	6.4	3.7%	-0.6%	-4.5%	-3.6	0.2%
17	Cc1cc(C)cc(NC(=O)c2ccc(CNc3c(N4CCCC4)c(=O)c3=O)cc2)c1	-1.6	0.2	6.9	-7.1	0.7%	-8.3%	9.7%	1.8	-2.5%
18	CC(=O)Nc1ccc(OCC(=O)NC(C)C(C)C)cc1 (configuration not stated)	-1.1	0.2	5.0	6.0	2.4%	-0.2%	-1.4%	-4.0	-4.6%
19	COc1ccc(CCNC(=O)C2CCN(Cc3nc(-c4ccc(OC)c(OC)c4)oc3C)CC2)cc1OC	-3.0	1.9	10.2	-7.2	0.8%	-1.3%	2.7%	0.2	-2.7%
20	O=C(NC(=S)NNC(=O)c1ccccc1O)c1cccc([N+](=O)[O-])c1	6.4	4.2	3.6	-1.5	1.0%	0.6%	-1.3%	2.4	1.1%
21	O=c1c2ccccc2nc(-c2ccco2)n1/N=C/c1ccccc1O	4.4	-0.1	3.9	12.4	-3.1%	-8.1%	0.6%	1.4	-5.9%
22	COCCCNc1nc(SCc2ccccc2)nc2sc3c(c12)CCC3	-0.2	0.4	-0.6	12.3	4.0%	-0.8%	-1.6%	-0.1	9.5%
23	COc1cc2c(C(=O)NCc3ccc4c(c3)OCO4)cn(CC(C)C)c(=O)c2cc1OC	-0.7	0.8	-17.2	-5.9	5.1%	-11.3%	u	-1.1	-4.6%
24	Cc1ccc(C(=O)N/C(=C/c2cccs2)C(=O)N2CCCCCC2)cc1	-11.4	0.4	-7.3	10.5	2.9%	1.4%	-4.7%	-11.1	-2.3%
25	COC(=O)C1CCN(Cc2ccc(OCCCN3CCN(c4ccc([N+](=O)[O-])cc4)CC3)cc2)CC1	-3.3	11.2	-27.1	-24.2	-2.7%	5.9%	2.9%	-0.3	-3.1%

# A different layout for part of the listing above:
[9] Cc1c2cnn(CC(=O)NCCc3ccccc3)c(=O)c2c(C)n1Cc1ccccc1Cl
[20] O=C(NC(=S)NNC(=O)c1ccccc1O)c1cccc([N+](=O)[O-])c1
compound no. | 9 | 20
LDHA block | -1.2 | 6.4
D1 agonist | 1.6 | 4.2
D1 antag | -5.7 | 3.6
D2 potentiator | -3.1 | -1.5
RXFP1 ag | -1.3% | 1.0%
Vif-APOBEC3G blk | 4.8% | 0.6%
Vif-APOBEC3F blk | -0.3% | -1.3%
D1 PAM | -3.6 | 2.4
GRP78 ERSR act | 0.8% | 1.1%

# The list continues.
nr	SMILES	LDHA block	D1 agonist	D1 antag	D2 potentiator	RXFP1 ag	Vif-APOBEC3G blk	Vif-APOBEC3F blk	D1 PAM	GRP78 ERSR act
26	CCCCCCC(=O)Oc1cccc(C2=CC(=O)CC(C)(C)C2=O)c1	2.3	x	x	x	x	4.0%	-4.6%	x	-1.1%
27	CCOC(=O)c1cnn(C)c1NC(=O)c1ccc([N+](=O)[O-])cc1	-2.4	1.8	-6.1	10.7	-1.4%	0.2%	-3.4%	6.2	-3.1%
28	Cc1cccc(N2CCCn3c2nc2c3c(=O)[nH]c(=O)n2C)c1	-18.6	3.0	3.9	-5.3	0.0%	2.8%	-0.7%	-4.8	-0.5%
29	COc1ccccc1/C=C/C(=O)c1ccc(NC(C)=O)cc1	-0.7	1.5	-17.1	15.9	7.4%	-26.8%	u	-1.4	-3.2%
30	CCN(C(=O)COC(=O)Cc1coc2cc(C)ccc12)c1c(N)n(Cc2ccccc2)c(=O)[nH]c1=O	2.4	2.3	8.1	-5.4	-0.4%	0.1%	u	x	-3.7%
31	Cc1ccc(S(=O)(=O)NCC(=O)N2CCCC2C(=O)O)cc1 (configuration not stated)	-0.3	2.6	6.5	1.3	5.6%	-0.5%	-0.6%	2.9	-2.0%
32	O=C(CCC(=O)N1CCN(c2ccccc2F)CC1)c1ccc(Cl)s1	-13.8	x	x	x	x	0.4%	-0.6%	x	5.7%
33	CCN(Cc1ccc2c(c1)OCCO2)S(=O)(=O)c1ccc(NC(C)=O)cc1	-8.6	3.4	17.3	-4.7	-1.2%	-3.1%	0.1%	-0.5	-2.5%
34	CCN(CC(=O)Nc1ccc(NC(C)=O)cc1)C(=O)c1oc2c(ccc3ccccc32)c1C	-3.2	1.1	-4.0	1.1	2.6%	-6.0%	-15.3%	7.4	-5.8%
35	COc1ccccc1NC(=O)c1cc(N2C(=O)C3C4CCC(C4)C3C2=O)ccc1Cl (configuration not stated)	-2.3	0.6	-4.0	-3.7	0.8%	-3.8%	-3.1%	-9.1	3.4%
36	Cc1ccc(CSc2nc3c(cc2C#N)CCC3)cc1	-0.6	1.4	-35.1*	-6.6	15.7%	-0.1%	x	-0.9	-2.2%
37	Cc1ccc(C)c(NC(=S)NC(NC(=O)/C=C/c2ccccc2)C(Cl)(Cl)Cl)c1 (configuration not stated)	3.6	2.4	1.7	-9.0	0.0%	0.9%	-3.2%	-1.1	-5.2%
38	O=C(CSc1cc(Cl)ccc1Cl)Nc1ccc(N2CCOCC2)cc1	3.5	2.8	8.8	2.7	1.9%	-8.5%	-13.8%	2.0	-2.5%
39	COc1ccc(OCC(=O)N/N=C2\CCCc3ccccc32)cc1	-5.4	1.8	7.1	-10.6	2.5%	0.1%	3.2%	2.0	6.6%
40	CCOc1ccc(NC(=O)C2CC(=O)N(c3ccccc3F)C2)cc1 (configuration not stated)	-1.6	2.8	4.8	2.2	2.1%	0.7%	-2.3%	-6.7	-4.3%
41	O=C(CN(C(=O)c1csnn1)c1cccc2ccccc12)NC1CCCC1	-2.7	1.4	-5.6	1.6	-0.4%	5.1%	11.5%	-5.5	-1.3%
42	COc1ccc(C2=NS(=O)(=O)N(C)C(C(=O)Nc3ccc4c(c3)OCO4)=C2)cc1OC	11.4	0.2	-21.7	8.8	2.2%	-8.9%	0.2%	-9.7	-0.3%
43	O=C(NCC1COc2ccccc2O1)C1C2C=CC3(CN(Cc4ccccc4Cl)C(=O)C13)O2 (configuration not stated)	1.4	-1.7	3.8	-17.8	0.3%	-0.1%	6.4%	-1.5	-5.0%
44	Cc1cccc2cc(C#N)c(NCc3ccccc3)nc12	-12.2	3.9	-3.0	-6.8	-0.8%	-5.0%	-4.0%	-0.8	-7.2%
45	Cc1c(C)c2ccc(OC(C)C(=O)NC3CCN(Cc4ccccc4)CC3)cc2oc1=O (configuration not stated)	-3.2	1.4	9.4	-2.5	2.3%	3.5%	-1.2%	1.9	-3.4%
46	O=C(CSc1nnc(CNC(=O)c2ccc(F)cc2)o1)NCc1ccccc1Cl	-1.4	2.9	15.7	1.8	-2.7%	3.2%	-14.2%	2.8	-4.6%
47	COc1ccc(C2=NC(c3ccncc3)=Nc3ccc(Br)cc3N2)cc1	-2.5	0.1	-11.7	12.4	-4.0%	x	x	3.5	x
48	O=C(Nc1nc2ccccc2n1CCN1CCCCC1)c1ccco1	4.4	0.8	6.2	2.6	-0.2%	-0.8%	1.9%	-12.4	-2.5%
49	CC(=O)c1c(C)[nH]c(=S)c(C#N)c1-c1ccc(Cl)cc1	2.0	1.7	5.4	0.2	-0.4%	2.4%	-0.1%	4.7	-1.0%
50	Cc1ccc(S(=O)(=O)N2CCOCC2)cc1NC(=O)COC(=O)COc1ccc(C#N)cc1	-3.5	x	x	x	x	-2.8%	-1.7%	x	-2.2%
